High-throughput results from PubChem.
GRK2 inh: inhibitors of human GRK2 displacing RNA aptamer; bead flow cytometry, FAM-aptamer displacement from GRK2; inhibition of aptamer binding, % at 10 µM; 330,000 compounds, 0.59% hits;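 active means inhibition of aptamer binding above 40%, roughly 3 SD of noise, on plates passing a quality check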;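 further: median bead fluorescence of bound FAM aptamer so fluorescent compounds give negative values; no value below 0 was filed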
PP1 inh: PP1-alpha (human) inhibition in PP5 counter-screen | P62136 | purified PP1alpha, OMFP fluorescence | inhibition, % at 6.7 µM | 320,000 compounds, 0.9% hits | AID 2235;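 active means inhibition above the mean inhibition of all tested compounds plus 3 SD, computed separately for each screening campaign, cut at about 15% in these data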
Target sequence (P62136 whole entry, looked up): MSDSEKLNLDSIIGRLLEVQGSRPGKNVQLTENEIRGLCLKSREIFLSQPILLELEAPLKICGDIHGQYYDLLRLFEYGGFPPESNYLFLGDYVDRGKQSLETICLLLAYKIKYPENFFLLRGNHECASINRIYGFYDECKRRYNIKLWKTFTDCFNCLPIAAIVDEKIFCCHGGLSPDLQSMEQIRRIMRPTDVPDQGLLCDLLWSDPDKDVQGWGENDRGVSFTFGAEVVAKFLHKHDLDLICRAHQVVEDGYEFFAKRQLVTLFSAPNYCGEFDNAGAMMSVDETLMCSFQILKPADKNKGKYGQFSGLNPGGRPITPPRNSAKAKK
proCasp7 act: counter-screen: procaspase-7 (human) activation; P55210; recombinant procaspase-7, Ac-DEVD-pNA absorbance 405 nm; D23A/D198A/D206A triple mutant, cannot self-cleave; scale: DMSO 0, 5 µM enzyme 100; activation, % at 8.5 µM; 330,000 compounds, 0.093% hits; AID 463210;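 active means percent activation above the screen-wide mean plus 3 SD, cut at about 25% in these data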
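Detection: p-Nitroaniline absorbance at 405 nm, read at 0 and 120 min; system: Uncleavable procaspase-7 mutant enzyme; evaluation: % activation from two-timepoint absorbance difference, scaled to controls; times: 1 h enzyme–compound preincubation and 2 h substrate reaction, both 25 °C; buffer or medium: Zinc-free HEPES pH 7.4 with 300 mM NaCl, 0.01% Triton X-100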
CTSL1 counter: cathepsin L1 inhibition, PFM18AAP counter-screen | recombinant F. hepatica cathepsin L1, Z-Leu-Arg-MCA fluorescence | inhibition, % at 5.96 µM | 300,000 compounds, 0.49% hits | AID 1906;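 active means inhibition above the mean of all tested compounds plus 3 SD, set per screening campaign, cut at about 17% in these data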;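 further: 0% = plate median of test compound wells and 100% = 1 µM Z-Phe-Ala-diazomethylketone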
procasp3 activ: procaspase-3 (human) activation; 330,000 compounds, 0.11% hits; AID 463141; activation, % at 8.5 µM; P42574; recombinant procaspase-3 D3A, Ac-DEVD-pNA absorbance 405 nm;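 active means activation above the mean of all tested compounds plus 3 SD, cut at about 21% in these data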;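 further: 0% = DMSO alone and 100% = DMSO wells spiked with extra 5 µM PC-3 D3A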
Target sequence (P42574 whole entry D9A/D28A/D175A): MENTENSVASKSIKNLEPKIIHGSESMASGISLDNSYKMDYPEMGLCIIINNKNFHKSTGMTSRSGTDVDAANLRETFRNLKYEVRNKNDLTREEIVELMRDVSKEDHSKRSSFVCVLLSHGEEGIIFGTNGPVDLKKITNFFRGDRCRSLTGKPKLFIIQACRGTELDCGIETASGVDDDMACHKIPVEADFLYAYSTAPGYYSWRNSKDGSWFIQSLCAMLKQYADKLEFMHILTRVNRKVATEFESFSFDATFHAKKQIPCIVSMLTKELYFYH
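Technique: 405 nm absorbance of p-nitroaniline, reads at 0 and 120 min; Test system: Procaspase-3 D3A mutant; Incubation: 1 h enzyme-compound preincubation, then 2 h substrate reaction, 25 °C; Repeats: singlicate, each compound tested once; Benchmarks: low control DMSO wells, high control DMSO plus 5 µM PC-3 D3A.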
HCV core dimer: HCV core protein dimerization inhibition. TR-FRET GST/Flag-core106 dimerization, 1536-well. inhibition, % at 5 µM. 300,000 compounds, 0.33% hits;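 active means inhibition above the mean of all tested compounds plus 3 SD, set per screening campaign, cut at about 45% in these data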
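assay system = GST-tagged and Flag-tagged HCV core protein residues 1-106 | controls = unlabelled core106 and no-GST-core106 wells | incubation = compound-protein-antibody incubation 4 h at 22.5 °C | probe or stimulus = Eu donor and XL665 acceptor anti-tag antibodies | read-out = % inhibition based on acceptor/donor emission ratio | signal = TR-FRET 671 and 617 nm emission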
VLA-4 inh: inhibition in a human VLA-4 binding assay | P13612 | VLA-4 expressing cells, ligand binding flow cytometry | inhibition, % (about 7 µM as worked out from the volumes in the protocol) | 330,000 compounds, 0.2% hits | AID 2557; in the data active means inhibition above about 50%
PP5 inh: blocks human protein phosphatase 5 activity; P53041; purified PP5c, OMFP substrate fluorescence; inhibition, % at 6.7 µM; 320,000 compounds, 0.18% hits; AID 1987;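 active means inhibition above the campaign's mean inhibition across all tested compounds plus 3 SD, cut at about 9.5% in these data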;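 further: 0% = DMSO only and 100% = 100 µM cantharidin control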
Target sequence (P53041 whole entry, looked up): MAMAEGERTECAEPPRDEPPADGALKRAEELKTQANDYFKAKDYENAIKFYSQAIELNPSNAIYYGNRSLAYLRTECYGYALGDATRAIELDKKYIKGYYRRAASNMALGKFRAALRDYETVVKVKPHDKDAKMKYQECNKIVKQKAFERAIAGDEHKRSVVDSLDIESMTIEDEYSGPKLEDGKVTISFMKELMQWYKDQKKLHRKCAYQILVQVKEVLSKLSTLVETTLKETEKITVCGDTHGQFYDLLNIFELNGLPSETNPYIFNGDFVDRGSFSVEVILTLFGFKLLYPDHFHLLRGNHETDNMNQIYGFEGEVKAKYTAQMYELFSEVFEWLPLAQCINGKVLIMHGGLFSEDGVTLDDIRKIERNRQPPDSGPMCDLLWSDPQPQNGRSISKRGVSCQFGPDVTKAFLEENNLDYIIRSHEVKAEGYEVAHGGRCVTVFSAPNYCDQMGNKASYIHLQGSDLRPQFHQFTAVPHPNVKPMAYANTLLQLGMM
JMJD2C inh: blocks human GASC-1 demethylase activity; Q9H3R0; GST-JMJD2C(1-420) H3K9me3 demethylation, DELFIA europium; inhibition, % at 2.35 µM; 330,000 compounds, 0.069% hits; AID 2099;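 active means more than half of a compound's replicate wells show inhibition beyond 50%, single wells judged on their own value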;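 further: signal counts dimethyl H3K9 product captured on neutravidin plate; 0% = median of DMSO wells and 100% = 0.3 times that DMSO median; strong numbers were not always called active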
* = called active by the depositor; x = no result given.

SMILES | GRK2 inh | PP1 inh | proCasp7 act | CTSL1 counter | procasp3 activ | HCV core dimer | VLA-4 inh | PP5 inh | JMJD2C inh
O=C(Nc1nnc(CCS(=O)(=O)c2ccc3ccccc3c2)s1)c1cccs1 | 2 | 2 | 3 | 2 | 9 | -27 | -3 | 1.9 | 35
CCCNC(=O)[C@H](Cc1c[nH]c2ccccc12)NC(=O)c1ccccc1Cl | 2 | -10 | 14 | 5 | -2 | 6 | -11 | -2.0 | -8
Cc1ccccc1-n1ncc2c(SCC(=O)N3c4ccccc4CC3C)ncnc21 (stereo not given) | 1 | 3 | -2 | 3 | 0 | 3 | -5 | 4.4 | 1
Cc1cnc(C(=O)OCC(=O)NCCCc2ccccc2)cn1 | 4 | 0 | 3 | -13 | 1 | -6 | 14 | 2.6 | 13
CCC(C(=O)Nc1cc(C)on1)c1ccccc1 (stereo not given) | 0 | -3 | 5 | -1 | -1 | 3 | 2 | 2.4 | -12
CCc1c(C)nc2ncnn2c1N1CCC(C(=O)NCc2cccc(OC)c2)CC1 | 1 | 0 | -10 | -2 | 2 | 0 | -5 | 3.5 | 20
O=C(Cc1ccc(S(=O)(=O)N2CCCCC2)s1)Nc1ccc(F)cc1F | 0 | -1 | 1 | -3 | 4 | 16 | 18 | 2.1 | -9
CC1CCN(Cc2c(C(=O)N/N=C/c3cccc(C(F)(F)F)c3)nnn2-c2nonc2N)CC1 | 0 | 16* | -7 | 2 | 2 | 9 | -1 | 4.6 | -10
COc1ccc(F)cc1C(=O)C1CCCN(C(=O)c2ccc(C(C)=O)s2)C1 (stereo not given) | 2 | -1 | -5 | 1 | 2 | -2 | 3 | 1.7 | -22
CC(OC(=O)c1ccc(Br)o1)C(=O)NCC1CCCCC1 (stereo not given) | 1 | x | -7 | x | 10 | x | -11 | x | -4
Cc1cc(=O)[nH]c(SC/C=C/c2ccccc2)n1 | 0 | -1 | 6 | -1 | -8 | -1 | 1 | 5.1 | 0
CN(C(=O)c1ccc2c(c1)OCO2)C1(C(=O)NC2CCCC2)CCCCC1 | 0 | 9 | -2 | -5 | 4 | 7 | 0 | 2.4 | 8
CCOc1ncccc1C(=O)NCCc1ccc(OC)cc1 | 0 | 3 | -3 | 2 | -3 | 3 | 3 | 0.6 | -4
CCOc1ccccc1N1CCN(CC(O)COC2CCCc3ccccc32)CC1 (stereo not given) | 0 | 0 | 6 | 2 | 2 | 11 | 2 | 0.8 | -16
CCOC(=O)C1CCN(Cc2ccc(OC)c(OCc3ccccc3)c2)CC1 | 0 | 1 | 4 | -9 | -4 | 13 | 1 | 3.4 | 20
CSc1cccc(NS(=O)(=O)c2ccccc2)c1 | 0 | 7 | 5 | 1 | 3 | 1 | -1 | 2.0 | -2
CCc1cc(C(=O)O)c(NC(=O)/C=C/c2ccc(OC)c(OC)c2)s1 | 2 | -2 | 0 | 0 | -3 | 3 | -36 | -0.8 | -10
Cc1ccc2cc(C)c(SCC(=O)Nc3cc(C)on3)nc2c1 | 0 | 2 | -9 | 1 | -3 | 5 | -1 | 1.1 | 8
CN(C)C(=O)c1ccc2c(c1)C1C3CCC(C3)C1C(c1ccccc1)N2 (stereo not given) | 1 | 2 | 7 | -3 | -6 | 1 | 7 | 1.0 | -5
Cc1ccc(Oc2ccc(C(=O)NC3CCSC3=O)cn2)cc1 (stereo not given) | 0 | -3 | 2 | -1 | -1 | -6 | 8 | 1.2 | 0

Reformatted field by field: four of the compounds above
CCOc1ncccc1C(=O)NCCc1ccc(OC)cc1
  GRK2 inh: 0	PP1 inh: 3	proCasp7 act: -3	CTSL1 counter: 2	procasp3 activ: -3	HCV core dimer: 3	VLA-4 inh: 3	PP5 inh: 0.6	JMJD2C inh: -4

CCOc1ccccc1N1CCN(CC(O)COC2CCCc3ccccc32)CC1 (stereo not given)
  GRK2 inh: 0	PP1 inh: 0	proCasp7 act: 6	CTSL1 counter: 2	procasp3 activ: 2	HCV core dimer: 11	VLA-4 inh: 2	PP5 inh: 0.8	JMJD2C inh: -16

CCOC(=O)C1CCN(Cc2ccc(OC)c(OCc3ccccc3)c2)CC1
  GRK2 inh: 0	PP1 inh: 1	proCasp7 act: 4	CTSL1 counter: -9	procasp3 activ: -4	HCV core dimer: 13	VLA-4 inh: 1	PP5 inh: 3.4	JMJD2C inh: 20

CSc1cccc(NS(=O)(=O)c2ccccc2)c1
  GRK2 inh: 0	PP1 inh: 7	proCasp7 act: 5	CTSL1 counter: 1	procasp3 activ: 3	HCV core dimer: 1	VLA-4 inh: -1	PP5 inh: 2.0	JMJD2C inh: -2

Next section
SMILES | GRK2 inh | PP1 inh | proCasp7 act | CTSL1 counter | procasp3 activ | HCV core dimer | VLA-4 inh | PP5 inh | JMJD2C inh
Clc1cc(Cl)c2nc(N3CCOCC3)sc2c1 | 2 | 0 | 7 | 3 | -1 | 2 | 1 | 1.0 | 6
CN1CCN(C(=O)c2ccc(-c3nn(C)c(=O)c4ccccc34)cc2)CC1 | 0 | -1 | 7 | 0 | 4 | -2 | -4 | 1.2 | -7
Cc1cc(C)cc(-n2ncc3c2CCCC3NC(=O)C2CCC2)c1 (stereo not given) | 3 | -3 | 8 | -5 | -4 | 3 | 3 | -1.2 | 0
CCOc1ccc(C(=O)N(CN2CCCC2=O)c2ccc(C)cc2)cc1 | 0 | -2 | 8 | -2 | 3 | -6 | 9 | 0.0 | 1
O=C(CN(Cc1ccccc1Cl)C(=O)Cn1nnc(-c2cccs2)n1)NCC1CCCO1 (stereo not given) | 1 | -3 | 0 | -3 | 3 | 0 | 20 | 0.7 | 3
Cc1ccc(C(=O)COC(=O)c2ccc3c(c2)C(=O)N(c2cccc4ncccc24)C3=O)cc1C | 0 | 0 | -9 | 2 | -2 | 8 | -17 | 3.5 | -2
O=C1C2C3C=CC(CC3)C2C(=O)N1c1ccc(F)cc1 (stereo not given) | 3 | -1 | -8 | 3 | -1 | -12 | 15 | 0.1 | -4
C[C@H](NS(=O)(=O)c1ccc2c(c1)OCCCO2)C(=O)N1CCN(Cc2ccc(C#N)cc2)CC1 | 0 | 1 | -12 | x | -6 | x | -2 | 1.1 | 5
COc1ccc(C(=O)NCCc2c[nH]c3ccccc23)cc1S(=O)(=O)N1CCCCC1C (stereo not given) | 0 | 0 | -12 | x | -2 | x | 7 | 1.6 | -20
c1ccc(OCc2nc3ccccc3[nH]2)cc1 | 3 | -7 | 1 | 2 | -6 | -5 | 2 | 1.1 | 1
O=C(O)c1cc([N+](=O)[O-])c(Sc2nc3ccccc3[nH]2)c([N+](=O)[O-])c1 | 2 | 0 | -11 | 3 | -8 | 9 | 9 | 0.6 | 9
Cc1ccc(C(=O)Nc2ccccc2C(=O)O)cc1S(=O)(=O)Nc1ccc(Br)cc1 | 0 | 16* | 1 | -3 | 1 | 4 | 3 | 4.5 | 13
Cc1ccn2c(NCc3ccccc3)c(-c3cccs3)nc2c1 | 0 | 0 | -4 | -3 | -3 | -12 | 4 | -0.5 | 3
CCOc1ccc(NC(=O)/C(=C\c2ccc(OC(C)=O)c(OC)c2)NC(C)=O)cc1 | 1 | -4 | -5 | 9 | 2 | -15 | 4 | 0.5 | -3
CN1CCN(C(=O)CN(Cc2ccccc2)S(C)(=O)=O)CC1 | 1 | -2 | 0 | 0 | 10 | -4 | 10 | 1.1 | -15
CC1CCC(C(C)C)C(OC(=O)COC(=O)c2ccc(N)cc2)C1 (stereo not given) | 3 | 1 | 0 | -3 | 4 | 3 | 18 | 7.1 | 1
C=CCNCC(=O)N1N=C(c2ccc3ccccc3c2)CC1c1ccc(OC)cc1 (stereo not given) | 0 | 9 | -11 | 7 | 7 | 3 | 8 | 3.3 | -11
Cc1nnc(N2CCCC(C(=O)NCc3ccc(OC(C)C)cc3)C2)c2nn(-c3ccccc3)c(C)c12 (stereo not given) | 0 | 1 | -4 | 4 | 3 | 16 | 4 | -0.4 | -32
Cc1c(Cl)cccc1NC(=O)NCc1ccncc1 | 0 | -4 | -1 | -2 | 10 | 5 | 23 | 1.2 | 7
O=[N+]([O-])c1ccc(/C=C/c2nc3ccc([N+](=O)[O-])cc3[nH]2)cc1 | 0 | 1 | 7 | 1 | 2 | -3 | 24 | 3.7 | 3
O=C1CSC(c2c(F)cccc2Cl)N1c1cccc(F)c1 (stereo not given) | 2 | 2 | -1 | -2 | -9 | -5 | 1 | 2.1 | 0
O=C(O)CSc1nc2sc3c(c2c(=O)n1Cc1ccccc1)CCCCC3 | 12 | 6 | -6 | 11 | 3 | 18 | 18 | -0.1 | 30
COc1ccccc1C(=O)NNC(=O)c1sccc1-n1cccc1 | 1 | -3 | 9 | 3 | 7 | 0 | -5 | -0.6 | -6
O=C(N/N=C/c1ccc([N+](=O)[O-])cc1)c1ccc(COc2ccccc2-c2ccccc2)cc1 | 0 | -3 | 1 | 2 | 5 | 26 | -9 | 3.9 | -2
CCOc1cc(CNCCO)cc(Br)c1OCc1ccccc1 | 0 | -1 | 6 | -2 | 0 | -7 | 12 | 3.4 | 19
COC(=O)CN(c1cc(OC)ccc1OC)S(=O)(=O)c1ccc(OC)c(OC)c1 | 2 | -2 | 2 | -2 | 0 | 4 | -3 | -1.6 | 4
COCC(=O)N1CCN(c2ccc([N+](=O)[O-])cc2)CC1 | 0 | -2 | -12 | 1 | -16 | -4 | -9 | 0.6 | -8
COc1ccc(N2CCN(CCCNS(=O)(=O)c3c(C)noc3/C=C/N(C)C)CC2)cc1 | 0 | 7 | 9 | 1 | 2 | -6 | 8 | -0.5 | 40
CCOC(=O)c1c(C)nc2sc3c(=O)n(-c4ccc(OC)cc4)nnc3c2c1-c1ccc(OC)cc1 | 0 | 10 | -17 | -1 | -7 | 31 | -3 | 1.9 | -6
COc1ccc(CCNC(=O)COC(=O)C2CC2)cc1 | 5 | 1 | 2 | -2 | 4 | 3 | 24 | 0.2 | 5
CCOc1cc(C2Nc3ccccc3C(=O)N2c2ccccc2)c(Br)cc1OCC(=O)O (stereo not given) | 4 | 2 | 2 | 3 | 0 | 2 | 12 | 0.3 | 5
Cc1ccc(-n2nc3c(c2NC(=O)c2ccc(OC(C)C)cc2)CS(=O)C3)cc1 (stereo not given) | 4 | 1 | 4 | -6 | -5 | -5 | -1 | 1.9 | -1
O=C(O)COc1ccc(/C=N/n2c(COc3ccccc3)nc3ccccc3c2=O)cc1 | 1 | 0 | 1 | 1 | 7 | -2 | -25 | -0.8 | -1
CC1=NN(C(=O)c2ccccc2-n2cccc2)C(O)(C(F)(F)F)C1 (stereo not given) | 1 | -2 | -1 | 0 | 1 | -5 | 3 | -0.5 | -1
Cc1cc(NC(=O)[C@H](C)NC(=O)c2ccco2)ccc1Br | 2 | -3 | 6 | 5 | 2 | -10 | 13 | 0.3 | -10
CCOc1ccc(-c2[nH]nc3c2C(c2ccc4c(c2)OCO4)C(C#N)=C(N)O3)cc1OC (stereo not given) | 6 | 2 | 1 | -1 | 3 | 3 | 0 | 5.4 | -42
O=C(CNC(=O)c1cnccc1C(F)(F)F)c1cccc(Cl)c1 | 0 | -4 | 2 | -3 | 6 | -1 | 17 | -1.2 | -5
